# High-throughput results (PubChem BioAssay)
# Yeast lifespan up: yeast lifespan extension; actives 0.68% (n = 130,000); inhibition of the nicotinamide effect, % at 10 µM; S. cerevisiae growth with nicotinamide, OD615; deaD strain in restrictive glucose medium; AID 775;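 active means inhibition above a set limit, placed 3 SD over the median of all compounds, cut at about 26% in these data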;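 further: 0% = nicotinamide-treated wells and 100% = cells grown without nicotinamide; some compounds called inactive have numbers as strong as hits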
#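 System: DeaD-strain S. cerevisiae / Buffer or medium: CSMM-D, restrictive glucose (dextrose) synthetic minimal medium / Probe or stimulus: nicotinamide, 1.5 mM, co-present with compound / Compound: one concentration, 10 µM, DMSO 0.25% / Incubation: 48 h compound exposure at 30 °C, humidified / Technique: optical density (absorbance) at 615 nm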
# GALR2 blocker: antagonists of human galanin receptor 2 (GALR2). O43603. GALR2-expressing cells, antagonist mode. inhibition, % at 4 µM. actives 0.39% (n = 140,000); in the data active means inhibition above about 27%;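 further: cells stimulated with galanin 1-16 at roughly its EC80; 0% = agonist challenge control and 100% = basal control without agonist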
# Target sequence (O43603 whole entry, looked up): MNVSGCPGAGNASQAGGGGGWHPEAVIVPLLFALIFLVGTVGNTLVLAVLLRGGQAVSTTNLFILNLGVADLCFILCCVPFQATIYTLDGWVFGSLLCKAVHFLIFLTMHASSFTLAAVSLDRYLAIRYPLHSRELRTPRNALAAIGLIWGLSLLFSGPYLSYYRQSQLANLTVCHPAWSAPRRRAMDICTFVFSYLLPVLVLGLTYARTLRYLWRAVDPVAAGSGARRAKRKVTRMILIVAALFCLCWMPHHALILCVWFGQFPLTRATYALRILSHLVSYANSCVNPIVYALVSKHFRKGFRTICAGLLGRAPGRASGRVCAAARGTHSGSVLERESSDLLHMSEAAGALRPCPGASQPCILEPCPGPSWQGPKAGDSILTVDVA
# Measles CPE: protection of cells from measles virus; protection (pct of control), % at 4 µM; Measles virus-infected cells, CPE protection, absorbance; AID 841; actives 1.5% (n = 140,000); in the data active means protection mostly above about 24%, no sharp cut-off; inactive means mostly below about 26%; further: some compounds called inactive have numbers as strong as hits
# NPY-Y2 antag: NPY-Y2 (human) receptor antagonism | P49146 | NPY-Y2 expressing cells, antagonist mode | inhibition, % at 2.7 µM | actives 0.99% (n = 140,000); in the data active means inhibition above about 17%;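 further: 0% = vehicle with agonist challenge and 100% = reference antagonist with challenge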
# Target sequence (P49146 whole entry, looked up): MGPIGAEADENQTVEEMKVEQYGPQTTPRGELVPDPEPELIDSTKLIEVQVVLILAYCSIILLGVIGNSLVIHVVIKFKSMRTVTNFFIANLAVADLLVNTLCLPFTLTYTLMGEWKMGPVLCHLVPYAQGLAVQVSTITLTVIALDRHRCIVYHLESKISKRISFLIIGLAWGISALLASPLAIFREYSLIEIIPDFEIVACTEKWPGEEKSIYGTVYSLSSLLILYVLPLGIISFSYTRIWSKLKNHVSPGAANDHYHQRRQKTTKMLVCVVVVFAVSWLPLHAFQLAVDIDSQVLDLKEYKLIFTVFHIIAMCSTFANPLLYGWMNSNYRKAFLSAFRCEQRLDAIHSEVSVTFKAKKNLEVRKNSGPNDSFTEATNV
# Phagocyt inh: macrophage phagocytosis inhibition | J774A.1 macrophage IgG-bead phagocytosis, imaging | inhibition, % at 5 µM | actives 0.07% (n = 110,000);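 active means inhibition above the mean of the plate negative controls plus 5 SD, cut at about 13% in these data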;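 further: phagocytic index as fraction of beads internalized from green versus red external bead signal; plate controls were DMSO negative control for no effect and cytochalasin-D positive control for full effect; some results beyond the cut were filed as inactive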
# MRP1 act: activators of MRP-1; actives 0.61% (n = 140,000); viability increase, % at 10 µM; AID 799; H69AR cells + doxorubicin, viability rescue, CellTiter-Glo;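 active means viability gain under doxorubicin at or above a set limit, the compound median plus 3 SD, cut at about 4.7% in these data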;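 further: MRP-1 overexpressing cells given doxorubicin 25 µM after compound pretreatment; 18-22 h compound pretreatment then 72 h with doxorubicin before readout; 0% = doxorubicin-only wells and 100% = vehicle-treated cells without doxorubicin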
# BB579 growth dn: chemicals that inhibit yeast BB579 growth in restrictive medium (lifespan-shortening candidates) | S. cerevisiae BB579 growth, OD615, 48 h | inhibition, % at 10 µM | actives 0.51% (n = 140,000);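 active means inhibition above a set limit, 3 SD over the mean compound inhibition, cut at about 44% in these data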; further: inactives centre near -24
#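 System: Saccharomyces cerevisiae DeaD strain BB579, replicative lifespan model yeast | Buffer or medium: Restrictive glucose-based CSMM-D medium | Times: 4 h preincubation and 48 h exposure at 30 °C | Detection: OD615 turbidity measurement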
# HCT116 PTEN-null: suppresses growth of cells with PTEN deletion. actives 1.2% (n = 140,000). viability, % at 10 µM. HCT116 PTEN-null viability, CellTiter-Glo, 60 h; active compounds read low;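 active means viability at or below a set limit, 4 SD under the median of all tested compounds, cut at about 3.7% in these data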;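 further: PTEN knockout HCT116 line with beta catenin targeted HCT116 as companion control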
# E-sel TNF inh: blocks E-selectin expression induced by TNF alpha; HUVEC TNFa-induced E-selectin immunofluorescence, high content; inhibition, % at 2 µM; actives 0.71% (n = 120,000); AID 1246;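 active means inhibition above the batch mean plus 3 SD, and confirmed as a hit on visual image review, cut at about 43% in these data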;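 further: 0% = TNF-stimulated DMSO wells and 100% = unstimulated control wells; not every result past the cut was called active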
# bCat KO growth: beta-catenin-lacking colon tumor cell growth suppression | AID 818 | actives 1.5% (n = 140,000) | viability, % at 10 µM | HCT116 beta-catenin knockout viability, CellTiter-Glo, 60 h; active compounds read low;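 active means viability at or under a set limit, the compound median less 4 SD, cut at about 6% in these data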;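 further: 0% = Hyamine 1622 control at 20 µM and 100% = untreated cell control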
# * hit, by the source's call; x = not tested or not shown.
cpd	Molecule	Yeast lifespan up	GALR2 blocker	Measles CPE	NPY-Y2 antag	Phagocyt inh
1	CNC(=S)N/N=C(\C)c1ccc(C(C)(C)C)cc1	-4	-6	9	6	-6
2	CCSc1cc(C)nc2ncnn12	-7	-1	2	-2	0
3	COCCCNC(=O)c1ccccc1NS(=O)(=O)c1ccc(C)cc1	-10	-4	12	3	0
4	CN(CC(=O)NCc1ccco1)S(=O)(=O)c1ccc2c(c1)n(C)c(=O)c(=O)n2C	-12	7	5	5	x
5	COc1ccc(Nc2nc(N3CCCC3)c3ccccc3n2)cc1	-5	30*	63*	32*	1
6	CC[C@@H](C)[C@H](NS(=O)(=O)c1ccc(C)cc1)C(=O)N1CCC(C(=O)NCC(=O)O)CC1	-7	0	6	2	3
7	COc1ccccc1NC(=O)CSCc1nc2ccccc2[nH]1	5	16	2	2	-9
8	CCC(NC(=O)N(Cc1ccccc1)Cc1ccc2c(c1)OCO2)(C(F)(F)F)C(F)(F)F	28	11	5	1	0
9	COCCn1c(C)cc(C(=O)COC(=O)c2cc3c(s2)CCC3)c1C	-9	9	3	1	-1
10	COCCNC(=O)c1ccc2ccccc2n1	-14	-1	23	1	0
11	COc1ccc2nc(SCc3ccccc3)nc(C)c2c1	-4	-12	4	7	-10
12	Cc1cc(C)n(-c2nc(SCCN(C)C)c3c4c(sc3n2)COC(C)(C)C4)n1	-10	1	5	78*	1

cpd	MRP1 act	BB579 growth dn	HCT116 PTEN-null	E-sel TNF inh	bCat KO growth
1	1.1	-18	26	-31	32
2	-0.6	-19	100	-19	96
3	-0.3	-31	108	6	94
4	-0.7	-16	98	-8	104
5	-2.4	0	1.9*	x	1.7*
6	-0.8	-21	98	-32	111
7	-0.1	-5	86	x	87
8	-1.5	-29	90	-1	92
9	0.2	-55	88	x	69
10	-0.2	-12	87	-30	99
11	-1.6	-34	87	x	89
12	-5.5	-22	3.3*	-29	1.9*

# 3 entries out of the list above, arranged by the value under Phagocyt inh, low to high:
no.	Structure	Phagocyt inh
11	COc1ccc2nc(SCc3ccccc3)nc(C)c2c1	-10
2	CCSc1cc(C)nc2ncnn12	0
12	Cc1cc(C)n(-c2nc(SCCN(C)C)c3c4c(sc3n2)COC(C)(C)C4)n1	1

# Next section.
cpd	Molecule	Yeast lifespan up	GALR2 blocker	Measles CPE	NPY-Y2 antag	Phagocyt inh
13	Cc1ccc(-c2nc3ccccc3o2)cc1NC(=S)NC(=O)c1cccs1	-5	3	2	-1	-3
14	Cn1/c(=N/NC(=O)c2cccc(OC(F)F)c2)sc2ccccc21	-2	26	19	1	-5
15	Cc1ccc(SCc2nc(-c3ccccc3)no2)cc1	-10	-2	9	3	-2
16	CCOC1OC2C(CO)OC(n3cnc4c(N)ncnc43)C2O1 (centres undefined)	-8	12	8	1	0
17	CC1CC(C(F)(F)F)n2ncc(C(=O)O)c2N1 (centres undefined)	-9	15	6	2	0
18	CCCOc1ccc([C@@H]2C3CN(C(=O)OCC)CC=C3C(C#N)=C(N)C2(C#N)C#N)cc1OC (some centres undefined)	-15	10	6	6	-1
19	Cc1cccc(NC(=O)C2CCCN2C(=O)Oc2ccccc2)c1 (centres undefined)	-11	3	4	0	-1
20	COc1ccc(OC)c(NC(=S)NN2CCN(C)CC2)c1	-3	4	2	2	-1
21	COc1ccc(-c2nnn(CC(=O)NCc3cccs3)n2)cc1OC	-6	3	5	1	0
22	CCCN(C(=S)Nc1ccccc1)C1CCS(=O)(=O)C1 (centres undefined)	-2	-3	12	7	x
23	c1cc2nncn2nc1N1CCCC1	-11	-8	3	0	0
24	O=C(O)c1cc(NCc2ccc(F)cc2)ccc1N1CCOCC1	-1	-7	22	0	-1

cpd	MRP1 act	BB579 growth dn	HCT116 PTEN-null	E-sel TNF inh	bCat KO growth
13	-1.8	-4	73	14	94
14	-1.1	-35	61	x	71
15	-1.4	-15	99	-10	86
16	-0.5	20	103	-30	94
17	-0.5	-14	104	-15	96
18	-2.9	-47	80	-4	83
19	-1.1	-27	98	-1	86
20	-1.6	-26	96	-29	99
21	-0.4	-26	96	0	86
22	-3.3	-2	89	12	101
23	-0.6	-40	104	x	102
24	1.8	-38	104	-14	100

# (listing goes on)
cpd	Molecule	Yeast lifespan up	GALR2 blocker	Measles CPE	NPY-Y2 antag	Phagocyt inh
25	Nc1ccc2c(c1)CC(=O)c1ccccc1S2	-2	0	8	5	-1
26	O=C(Nc1ccccn1)C(F)(F)C(F)(F)C(F)(F)C(F)(F)C(=O)Nc1ccccn1	9	-2	10	-1	-14
27	CC(Oc1ccccc1)c1ccnc2nc(/N=C/N(C)C)nn12 (centres undefined)	-1	5	5	6	-3
28	CC(C)c1ccc(C(=O)NNC(=O)C2CC=CCC2C(=O)O)cc1 (centres undefined)	0	10	29*	1	-1
29	CCOc1ccc(C(=S)N2CCCC2)cc1	-4	1	4	1	-1
30	COc1ccc(Nc2cc(C(=O)NCCCN3CCOCC3)c3ccccc3n2)c(OC)c1	-2	1	6	2	-2
31	CC1(C)Cc2c(c(N3CCOCC3)nc3snc(NC(=O)c4ccccc4)c23)CO1	-2	-8	6	-1	-2
32	CC1=CCC2C(=O)N(c3ccc(C)cc3)C(=O)C2C1 (centres undefined)	-13	-14	13	2	1
33	N/C(=N\OC(=O)COc1ccc(Br)cc1)c1cccnc1	-3	14	5	3	-3
34	CC(C)CNC(=O)C(=O)NN=C1CCCCCC1	10	3	2	5	-2
35	COC(=O)c1ccc(Oc2nc3c(c(=O)n(C)c(=O)n3C)n2CCC(C)C)cc1	-5	2	19	3	1
36	CC1CC(NC(=O)C2(C)CC2(Cl)Cl)CC(C)(C)C1 (centres undefined)	6	1	38	3	0

cpd	MRP1 act	BB579 growth dn	HCT116 PTEN-null	E-sel TNF inh	bCat KO growth
25	-1.3	-42	90	4	102
26	0.5	-6	100	7	100
27	-2.3	-15	89	3	85
28	-2.5	-9	92	x	99
29	-1.8	18	93	-42	88
30	-2.2	-25	91	-3	97
31	-0.1	-12	102	27	99
32	-2.1	-38	87	30	89
33	1.4	-30	100	x	99
34	0.3	-39	90	29	85
35	-1.3	-55	82	-1	83
36	-0.6	-31	95	-1	78

# The results go on:
cpd	Molecule	Yeast lifespan up	GALR2 blocker	Measles CPE	NPY-Y2 antag	Phagocyt inh
37	COCCn1c(=NC(=O)c2ccco2)sc2cc(C(=O)OC)ccc21	-1	8	9	1	-9
38	COc1ccc2nc(/N=C(\N)NC(=O)N3c4ccccc4Sc4ccccc43)nc(C)c2c1	-1	-9	13	1	x
39	CCSc1nnc(NC(=O)CSc2nc3c(c(=O)n2C)SC(C)C3)s1 (centres undefined)	6	-7	13	0	-1
40	Cc1nn(-c2ccccc2)c2c1C1(C(=O)N3c4c(cccc41)C(C)CC3(C)C)C(C#N)=C(N)O2 (centres undefined)	14	-5	10	1	0
41	CCCS(=O)(=O)c1c(S(=O)(=O)CCC)c2cc(CC)ccn2c1C(=O)OC	9	5	3	-3	0
42	CC(C)COc1cccc(C(=O)Nc2ccc(S(=O)(=O)N3CCOCC3)cc2)c1	6	7	19	-3	-2
43	COc1ccc(OC)c(C2C(C(=O)c3cccs3)=C(O)C(=O)N2CCN(C)C)c1 (centres undefined)	-13	4	8	2	0
44	Cc1c(C(=O)Nc2nnc(C(F)(F)F)s2)oc2ccccc12	x	x	7	x	x
45	Cc1ccc(CNC(=O)C2c3ccccc3C(=O)N(C)C2c2c[nH]c3ccccc23)o1 (centres undefined)	-22	-18	18	3	-1
46	CCCCn1nc2cc(C(=O)NCc3ccccc3OC)ccc2c1OCC	-6	-5	19	0	-1
47	Cc1ccc(N2C(=O)CC(n3ccnc3)C2=O)cc1C (centres undefined)	-14	2	20	-1	-3
48	Fc1ccc(Cn2nnnc2CN2CCN(C3CCCCC3)CC2)cc1	25	19	11	20*	-1

cpd	MRP1 act	BB579 growth dn	HCT116 PTEN-null	E-sel TNF inh	bCat KO growth
37	0.0	-17	94	-22	82
38	-4.6	-9	33	11	43
39	0.1	-21	95	13	87
40	-4.1	-39	77	-3	81
41	-1.8	-24	81	2	84
42	-0.6	-45	91	11	89
43	-1.6	-5	100	14	106
44	8.9*	-21	59	x	63
45	-3.4	5	86	1	95
46	0.9	-55	98	x	99
47	-2.7	-55	92	42	113
48	-2.2	-35	98	9	87

# Of the compounds above, these contain a furan ring, fused or not.
cpd	Molecule	Yeast lifespan up	GALR2 blocker	Measles CPE	NPY-Y2 antag	Phagocyt inh
4	CN(CC(=O)NCc1ccco1)S(=O)(=O)c1ccc2c(c1)n(C)c(=O)c(=O)n2C	-12	7	5	5	x
37	COCCn1c(=NC(=O)c2ccco2)sc2cc(C(=O)OC)ccc21	-1	8	9	1	-9
44	Cc1c(C(=O)Nc2nnc(C(F)(F)F)s2)oc2ccccc12	x	x	7	x	x
45	Cc1ccc(CNC(=O)C2c3ccccc3C(=O)N(C)C2c2c[nH]c3ccccc23)o1 (centres undefined)	-22	-18	18	3	-1

cpd	MRP1 act	BB579 growth dn	HCT116 PTEN-null	E-sel TNF inh	bCat KO growth
4	-0.7	-16	98	-8	104
37	0.0	-17	94	-22	82
44	8.9*	-21	59	x	63
45	-3.4	5	86	1	95

# (next part)
cpd	Molecule	Yeast lifespan up	GALR2 blocker	Measles CPE	NPY-Y2 antag	Phagocyt inh
49	COc1cc(C(Nc2ccccn2)c2ccc3ccc(C)nc3c2O)cc(OC)c1O (centres undefined)	10	13	41*	4	-1
50	CCc1nnc(NCC(=O)N2CCc3ccccc32)s1	-14	7	7	1	3
51	Nc1nc(-c2cccc(NS(=O)(=O)c3ccccc3)c2)cs1	-17	7	6	-1	0
52	O=C(N/C(=C/c1ccc(Br)cc1)c1nc2ccccc2[nH]1)c1ccco1	-32	0	28	2	x
53	CC1CCCCC1NC(=O)Cn1ncc2ccccc21 (centres undefined)	-15	3	7	2	0
54	O=C(CC(C(=O)N1CCc2ccccc21)n1ccnc1)N1CCc2ccccc2C1 (centres undefined)	4	3	11	-1	1
55	CCc1ccc(OCc2ccc(C(=O)NCc3ccccn3)o2)cc1	-8	6	7	3	-1
56	CC(=O)c1c(C)[nH]c(C(=O)NCCN2CCC(C)CC2)c1C	-1	8	7	-2	-1
57	CC(NC(=O)/C(=C/c1cccc([N+](=O)[O-])c1)NC(=O)c1ccco1)C(=O)O (centres undefined)	0	-9	17	3	-2
58	C=CCn1c(SCC)nc2sc3c(c2c1=O)CCc1ccccc1-3	0	7	0	8	x

cpd	MRP1 act	BB579 growth dn	HCT116 PTEN-null	E-sel TNF inh	bCat KO growth
49	-5.5	-9	2.5*	x	2.9*
50	-0.7	-34	92	-27	98
51	0.0	-31	87	-25	101
52	-2.6	-14	94	x	94
53	-3.2	-18	99	x	95
54	-3.7	6	89	11	97
55	-0.3	-29	86	-74	92
56	-2.5	-10	98	x	96
57	-1.2	-20	92	19	98
58	-3.4	-22	69	-51	87
